p53null 32C kill = selectivity test: cytotoxicity in p53 null cells, permissive temperature | 55,000 tested, 0.62% active | AID 903 | H1299-neo p53 null cells, ATP luminescence, 24 h, 32C | Potency, µM (doses to about 46.1 µM), for inactives: at the top dose activity change, negative = cytotoxicity, hits mostly cytotoxic;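 also: potency is read from the fitted curve at half-maximal effect; 0% = DMSO only and -100% = full killing by 100 µM tamoxifen; nearly all actives have a fitted effect of over 55% in size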
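Overnight 37C seeding (600 cells/well) of H1299-neo preceded a 24 hr, 32C exposure to compounds up to 46 uM. ATP levels, read by luminescence after 20 min at RT, indicated surviving cells.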
NTMT1 inhibitor = NTMT1 methyltransferase inhibition. Q9BV86. NTMT1 MTase-Glo SAH luminescence, purified enzyme. Potency, µM (top dose mostly 114 µM), without a hit: at the top dose activity change, negative = inhibition, actives largely listed as inhibitors. 59,000 tested, 2.5% active;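 also: potency is read from the fitted curve at half-maximal effect; plate controls were DMSO vehicle for no effect and no enzyme for full effect; nearly all actives have a fitted effect of over 65% in size; many of its hits are not listed in these tables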
PTAP-TSG101 blk = blocks PTAP binding to human TSG101, validation. Fluorescence polarization, FITC-PTAP peptide/Tsg101, 20 min. Potency, µM (highest dose often 115 µM), for the others: top-dose activity change, negative = inhibition, usual class: inhibitors. 44,000 tested, under 10 active. AID 1347069. Q99816; also: potency is read from the fitted curve at half-maximal effect; 0% is about no effect
Target sequence (Q99816 whole entry, looked up): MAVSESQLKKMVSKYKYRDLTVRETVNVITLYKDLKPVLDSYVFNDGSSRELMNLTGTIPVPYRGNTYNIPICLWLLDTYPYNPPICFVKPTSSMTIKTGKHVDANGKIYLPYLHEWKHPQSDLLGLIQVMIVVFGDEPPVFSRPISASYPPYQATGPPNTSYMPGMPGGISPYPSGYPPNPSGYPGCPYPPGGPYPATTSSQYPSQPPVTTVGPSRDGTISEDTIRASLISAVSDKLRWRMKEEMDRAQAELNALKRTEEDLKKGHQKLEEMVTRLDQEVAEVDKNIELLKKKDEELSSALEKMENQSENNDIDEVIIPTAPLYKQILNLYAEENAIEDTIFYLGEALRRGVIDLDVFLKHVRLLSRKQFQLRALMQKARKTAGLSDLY
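FITC-labeled PTAP peptide (50 nM final) binding to Tsg101 binding domain (10 uM final) read by fluorescence polarization after 20 min at r.t. in HEPES pH 7.5 buffer. Actives by CRC class, <25 µM.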
B2AR arrestin ag = ADRB2 beta-arrestin recruitment. HTLA Tango cells, beta-arrestin recruitment, luciferase luminescence, 18 h. Potency, µM (doses to about 46.1 µM), for the others: at the top dose activation, actives largely listed as activators. 44,000 tested, under 10 active. AID 1347077;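 also: potency is read from the fitted curve at half-maximal effect; 0% = DMSO and full agonism = EC100 isoproterenol or metaproterenol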
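Luminescence read-out: arrestin recruitment to recombinant beta2-AR releases tTA, inducing luciferase. Cells exposed 18 hr at 37 degrees C to up to 46 microM compound; %Activity from corrected signal, concentration-response curves classified by r2, magnitude and efficacy.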
GALK inhibitor = GALK (human) enzyme inhibition. recombinant GALK, Kinase-Glo ATP luminescence, 1 h. 44,000 tested, under 10 active. Potency, µM (highest dose often 57.5 µM), inactives show top-dose activity, negative = inhibition, usual class: inhibitors. P51570;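 also: plate controls were full GALK reaction for no effect and reaction lacking GALK for full effect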
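5 nM GALK; 35 uM ATP; 100 uM D-galactose; 20 mM HEPES pH 8.0, 5 mM MgCl2, 60 mM NaCl, 1 mM DTT, 0.01% BSA; 1 h RT; Kinase-Glo Plus luminescence.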
FH mod = Identification of activators of human fumarate hydratase by quantitative high-throughput screening; Fumarate hydratase, mitochondrial (Homo sapiens), P07954; FH coupled MDH/diaphorase resazurin fluorescence, 15 min; Potency, µM (highest dose often 79.9 µM), for the others: at the top dose activity change, negative = inhibition, actives largely listed as inhibitors; 54,000 tested, 0.22% active; AID 1347055, 2019; also: potency is read from the fitted curve at half-maximal effect; % is scaled to controls: 0 for no effect and ±100 for the full control effect; the screen sought activators but most active calls are inhibition curves; nearly all actives have a fitted effect of over 45% in size
Target sequence (P07954 whole entry, looked up): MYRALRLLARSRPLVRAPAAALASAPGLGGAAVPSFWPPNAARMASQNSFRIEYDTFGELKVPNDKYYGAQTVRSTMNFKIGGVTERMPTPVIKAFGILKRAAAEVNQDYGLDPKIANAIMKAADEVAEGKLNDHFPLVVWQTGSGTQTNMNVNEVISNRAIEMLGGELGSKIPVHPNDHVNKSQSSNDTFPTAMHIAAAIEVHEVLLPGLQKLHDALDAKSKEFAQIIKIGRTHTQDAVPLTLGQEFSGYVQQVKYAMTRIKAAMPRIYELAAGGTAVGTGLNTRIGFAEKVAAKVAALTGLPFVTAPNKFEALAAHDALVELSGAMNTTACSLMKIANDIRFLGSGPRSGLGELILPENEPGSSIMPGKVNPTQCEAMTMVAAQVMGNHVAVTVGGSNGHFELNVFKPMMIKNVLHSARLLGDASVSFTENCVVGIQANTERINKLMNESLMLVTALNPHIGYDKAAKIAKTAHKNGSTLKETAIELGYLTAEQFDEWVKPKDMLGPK
p53null 39C tox = selectivity test: cytotoxicity in p53 null cells, nonpermissive temperature; Potency, µM (highest dose often 46.1 µM), without a hit: at the highest dose activity, negative = cell killing, most hits filed as cytotoxic; 55,000 tested, 0.97% active; H1299 p53-null (neo) cells, 39C, ATPlite viability, 24 h;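 also: potency is read from the fitted curve at half-maximal effect; 0% = DMSO only and -100% = full killing by 100 µM tamoxifen; nearly all actives have a fitted effect of over 50% in size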
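Luminescent ATP signal reported cell survival after H1299 lines (neo, p53 null; or p53 A138V) received up to 46 uM compound and 24 hr incubation at 39C.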
Numbers without * were called inactive; ? = inconclusive; / = no result given; [ ] = remark or other dose. Calls follow the shape of the dose curve; as a rule, active = well fitted curve in the direction sought with a large enough effect; inconclusive = small, poorly fitted or top-dose-only effect, or another doubt; inactive = no such curve, though single readings can be large; an effect the other way counts as inactive or inconclusive.

SMILES,p53null 32C kill,NTMT1 inhibitor,PTAP-TSG101 blk,B2AR arrestin ag,GALK inhibitor,FH mod,p53null 39C tox
COc1cc(C2c3c(oc4ccccc4c3=O)C(=O)N2Cc2ccccc2Cl)ccc1O (stereo unspecified),-23%,-10%,-1%,1%,7%,?,?
CCN(CC)S(=O)(=O)c1cc(-c2ccc(=O)n(C(C)C(=O)Nc3cccc(C#N)c3)n2)ccc1C (stereo unspecified),9%,-11%,-2%,-2%,-4%,-21%,-8%
O=C(CSc1cn(CC(=O)N2CCCC2)c2ccccc12)Nc1ccccc1C(F)(F)F,-1%,-5%,-3%,0%,?,3%,-6%
COc1ccc(NC(=O)C(C(C)C)N2Cc3ccccc3C2=O)cc1 (stereo unspecified),9%,-4%,0%,3%,3%,-3%,20%
COc1cccc(Cn2c(CNC(=O)Cc3cccc(C)c3)nc3cccnc32)c1,-2%,-6%,-7%,0%,0%,1%,16%
CCCC(O)c1nc2ccccc2n1CCCCOc1ccc(OC)cc1 (stereo unspecified),1%,6%,-15%,-2%,3%,-15%,27%
COc1ccc2c(c1)-c1nc(NC(=O)c3cccc(Br)c3)sc1CC2,6%,10%,-4%,0%,5%,-20%,?
O=C(O)CCCNc1cc(N2CCN(C3CCCCC3)CC2)c2noc3c2c1C(=O)c1ccccc1-3,-8%,?,36%[activator],1%,6%,?,0%
CCn1c2ccccc2c2nnc(SCC(=O)Nc3ccccc3OC)nc21,1%,6%,-4%,1%,0%,-23%,18%
COc1ccc(C(CNC(=O)c2oc3ccc(Cl)cc3c2C)N2CCCCC2)cc1 (stereo unspecified),2%,-11%,-3%,-2%,0%,-21%,-2%
Cc1ccc2oc(=O)c3cc(C(=O)NCCc4ccc(Cl)cc4)sc3c2c1,-3%,-14%,2%,1%,7%,-14%,-16%
CCOc1ccc(NC(=O)CSc2oc(-c3cccs3)nc2S(=O)(=O)c2ccc(C)cc2)cc1,?,1%,1%,0%,7%,-16%,-26%
COc1ccc(CNC(=O)CN(C)S(=O)(=O)c2ccc3c(c2)c(=O)n(C)c(=O)n3C)cc1,-14%,35%[activator],-1%,0%,7%,-10%,-17%
Cc1ccc(-c2noc(-c3ccccc3NC(=O)C3CC(=O)N(c4cccc(C)c4)C3)n2)cc1 (stereo unspecified),-1%,-27%,0%,-2%,0%,4%,-2%
Cc1ccc(NC(=O)C2CCCN2S(=O)(=O)c2cccc3cccnc23)cc1C (stereo unspecified),-4%,20%,-6%,-2%,-2%,-9%,-9%
COc1ccc(C2c3c(n(C)c4ccccc34)C(=O)N2CC(=O)Nc2ccc(F)cc2)cc1 (stereo unspecified),-9%,8%,1%,0%,-1%,-8%,-21%
Cc1ccc(Cn2ccn(Cc3ccccc3C)c(=O)c2=O)cc1,1%,9%,3%,3%,?,3%,9%
Cc1ccc(CNC(=O)c2ccc(Cn3c(=O)c4ccccc4n(CC(=O)Nc4ccc(C)cc4C)c3=O)cc2)cc1,-10%,?,3%,0%,3%,-27%,?
COCCn1c(SCC(=O)c2c[nH]c3ccccc23)nc2cc(C(=O)NCC(C)C)ccc2c1=O,-2%,0%,9%,1%,-2%,11%,14%
Cc1ccc(S(=O)(=O)CC(=O)Nc2sc3c(c2C(N)=O)CCCC3)cc1,4%,?,-1%,-4%,-2%,-19%,?
Cc1ccc(CNC(=O)CN(c2cc(C)cc(C)c2)S(=O)(=O)c2c(C)[nH]c(=O)[nH]c2=O)cc1,-11%,?,0%,1%,7%,-3%,-14%
Fc1ccc(C(Nc2ccc(Cl)c(C(F)(F)F)c2)c2nnc(-c3ccccc3)o2)cc1 (stereo unspecified),32%[activator],2%,-1%,3%,-2%,?,34%[activator]
COc1ccc(-n2c(SCC(=O)N3CCCc4ccccc43)nc3c([nH]c4ccccc43)c2=O)cc1,-8%,2%,1%,-1%,1%,4%,-4%
Cc1ccc(C(=O)Nc2ccc3oc(-c4cccnc4)nc3c2)c(Cl)c1,2%,2%,-1%,1%,0%,-2%,-4%
Cc1nc2sccn2c(=O)c1S(=O)(=O)Nc1ccc(N2CCN(S(C)(=O)=O)CC2)cc1,-18%,?,1%,0%,1%,-3%,-17%
COc1ccc(N2CCN(C(=O)CS(=O)(=O)c3cccc4nsnc34)CC2)cc1,?,-6%,-5%,1%,3%,-10%,11%
CC(=O)c1ccc(NC(=O)CSc2nnc3ccc(-c4ccc(Cl)cc4)nn23)cc1,9%,-21%,-1%,-2%,-10%,-27%,?
COc1ccc(C(=O)Nc2cc3cc(Cl)ccc3oc2=O)cc1OC,18%,-6%,-1%,1%,-2%,8%,-10%
CCOc1ccc(-n2c(SCC(=O)NC3CCCCC3)nc3c([nH]c4ccccc43)c2=O)cc1,5%,13%,-1%,0%,-5%,10%,80%[activator]
COc1cc(OC)c(NC(=O)N2CCc3cc(S(=O)(=O)N4CCC(C)CC4)ccc32)cc1Cl,3%,22%,0%,-3%,-12%,16%,2%

Compound profiles, as listed above:
Cc1ccc(NC(=O)C2CCCN2S(=O)(=O)c2cccc3cccnc23)cc1C (stereo unspecified) is listed with p53null 32C kill = -4%; NTMT1 inhibitor = 20%; PTAP-TSG101 blk = -6%; B2AR arrestin ag = -2%; GALK inhibitor = -2%; FH mod = -9%; p53null 39C tox = -9%
CCOc1ccc(-n2c(SCC(=O)NC3CCCCC3)nc3c([nH]c4ccccc43)c2=O)cc1 is listed with p53null 32C kill = 5%; NTMT1 inhibitor = 13%; PTAP-TSG101 blk = -1%; B2AR arrestin ag = 0%; GALK inhibitor = -5%; FH mod = 10%; p53null 39C tox = 80%[activator]

New compounds follow.
SMILES,p53null 32C kill,NTMT1 inhibitor,PTAP-TSG101 blk,B2AR arrestin ag,GALK inhibitor,FH mod,p53null 39C tox
O=C(O)CCn1c(=O)c2cccn2c2cccnc21,-2%,10%,-1%,-4%,-14%,-12%,5%
COc1ccc(CNC(=O)Cc2c(C(=O)O)c(C)cn2C)cc1,1%,?,-4%,-2%,-7%,-2%,-6%
COc1ccc(NC(=O)c2cc(C3CC3)nc3c2c(C)nn3-c2ccc(C)cc2)cc1OC,11%,-4%,-6%,1%,3%,-33%,0%
CCOC(=O)c1c(C)sc(-c2c(-c3ccc4c(c3)OCCO4)[nH]c3c2c(=O)n(C)c(=O)n3C)c1O,20%,-3%,12%,?,4%,-20%,3%
COc1ccc(Cn2cc(C(=O)c3ccc(F)cc3)c(=O)c3cc4c(cc32)OCCO4)cc1,-2%,-17%,3%,6%,-1%,-17%,-10%
Cc1cccc(Nc2nnc(-c3ccc(C)c(S(=O)(=O)N4CCN(C)CC4)c3)c3ccccc23)c1,20%,0%,-3%,-2%,0%,-9%,10µM*
COc1cc(NC(=O)c2cc3c(=O)n(Cc4ccco4)ccc3nc2C)cc(OC)c1OC,2%,/,1%,1%,-2%,/,-3%
COc1ccc(C(=O)NCC(c2cccnc2)N2CCc3ccccc3C2)cc1 (stereo unspecified),-1%,3%,-5%,0%,?,2%,-10%
CCOC(=O)c1c(C)[nH]c(C)c1S(=O)(=O)N1CCCC(C(=O)N2CCN(c3ccccc3)CC2)C1 (stereo unspecified),-2%,-4%,-2%,-2%,-5%,-6%,18%
CCc1cccc(NC(=O)Cn2c(=O)n(Cc3ccccc3)c(=O)c3c2c2cc(OC)ccc2n3C)c1,-4%,5%,1%,-1%,1%,4%,4%
CCn1ccc2cc(S(=O)(=O)N3CCC(C(=O)NCc4ccc(OC)cc4)CC3)ccc21,-4%,19%,2%,-1%,0%,-5%,4%
CCOc1cccc(CNC(=O)c2ccc(N3CCCC3)c(NC(=O)NCc3ccccc3)c2)c1,1%,-1%,-4%,1%,0%,-1%,-15%
O=C(CSc1nccn1Cc1ccc(Cl)cc1)NCc1ccccc1,8%,-3%,-1%,0%,-3%,0%,-32%
O=C(COc1ccccc1)Nc1cccc(-c2cn3cccnc3n2)c1,-19%,1%,0%,1%,1%,13%,9%
COc1ccccc1N1CCN(C(=O)CSc2nc3ccccc3nc2Cc2ccc(C)cc2)CC1,19%,4%,2%,-1%,-1%,-19%,21%
CCc1cccc(NC(=O)CCN2C(=O)c3ccccc3Sc3ncccc32)c1,2%,?,0%,0%,-5%,9%,0%
COc1ccc(NC(=O)CC2C(=O)N(c3ccc(F)cc3)C(=O)N2Cc2ccco2)cc1 (stereo unspecified),-11%,/,-11%,-1%,3%,/,12%
CC(C)N1CCc2nc(SCC(=O)Nc3cccc(F)c3)[nH]c(=O)c2C1,-11%,-9%,2%,-2%,0%,?,-9%
Cn1nc(-c2ccccc2)c(-c2ccccc2)c(C(=O)Nc2ccccc2C(N)=O)c1=O,-2%,-3%,-1%,-1%,3%,-9%,-18%
CCC(C)NC(=O)CCc1c(C)nc2nc(-c3cc(OC)cc(OC)c3)nn2c1C (stereo unspecified),-4%,12%,-7%,1%,9%,1%,-21%
CCOc1ccccc1N(CC)C(=O)Cn1ncc2c1-c1ccccc1OC2,4%,1%,-6%,0%,1%,-11%,-6%
COc1ccc(CCNC(=O)c2ccc3c(c2)ncn3-c2ccc(C)cc2C)cc1OC,-1%,?,0%,9%,-1%,?,30%
CC1CCN(S(=O)(=O)c2ccc(C(=O)Nc3nc4ccc(F)cc4s3)cc2)CC1,-2%,18%,0%,-1%,1%,-5%,2%
COc1ccccc1NC(=O)CSc1oc(-c2cccs2)nc1S(=O)(=O)c1ccc(C)cc1,10%,-19%,14%,0%,0%,-12%,-5%
COc1ccc(NC(=O)Cn2cc(C(=O)c3ccncc3)c(=O)c3cc(C)ccc32)cc1Cl,3%,3%,-2%,-1%,1%,3%,-4%
COc1ccc(N2C(N)=C(C#N)C(c3cc(CN4CCOCC4)cs3)C3=C2CCCC3=O)cc1 (stereo unspecified),2%,-11%,-2%,2%,-2%,-25%,11%
Cc1ccc(CNC(=O)Cn2c(=O)n(-c3ccc(Cl)cc3)c(=O)c3c(C)c(C)sc32)cc1,-2%,14%,0%,0%,6%,-25%,10%
COc1ccc(-c2nc3c(C#N)c[nH]n3c2NC2CCCC2)c(OC)c1,5%,-1%,-4%,-4%,3%,0%,2%
O=C(NCc1ccccc1)C(=O)NCC(c1ccc2c(c1)OCO2)N1CCOCC1 (stereo unspecified),2%,1%,2%,0%,0%,-4%,-19%
CCC(=O)N1c2ccccc2CC1C(=O)NCCN1CCN(c2cccc(Cl)c2)CC1 (stereo unspecified),0%,10%,-7%,-1%,-1%,-8%,7%
CC1=C(C(=O)Nc2c(C)cc(C)cc2C)C2(CCN(C(C)C)CC2)OC1=O,-4%,7%,2%,0%,3%,-2%,-3%

This is a subset, so the mix of outcomes need not match the whole.
